Compound activity deposited in PubChem by several laboratories.
RGS8-Gao reg – modulates binding of RGS8 to human Galphao; hit rate 0.34% among 220,000; response (percent of control binding), % at 10 µM; P09471; AID 1423; multiplexed bead flow cytometry; actives lie on both sides; in the data active means response below about 60% or above about 140%; inactive means in between;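 further: Galphao activated as the GDP aluminium fluoride complex binding bead-coupled RGS8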
Target sequence (P09471 whole entry, looked up): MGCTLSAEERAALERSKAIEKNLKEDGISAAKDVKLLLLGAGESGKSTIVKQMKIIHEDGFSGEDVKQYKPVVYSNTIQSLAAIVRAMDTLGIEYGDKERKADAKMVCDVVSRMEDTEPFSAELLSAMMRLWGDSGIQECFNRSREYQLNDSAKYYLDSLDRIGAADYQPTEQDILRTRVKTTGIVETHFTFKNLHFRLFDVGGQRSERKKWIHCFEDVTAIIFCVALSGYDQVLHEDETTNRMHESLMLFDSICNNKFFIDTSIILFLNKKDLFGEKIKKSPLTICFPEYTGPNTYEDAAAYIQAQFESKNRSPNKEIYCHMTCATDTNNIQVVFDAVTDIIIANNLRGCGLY
Mcl1 Bid PPI – disrupts binding of human Mcl-1 to Bid peptide; TR-FRET Mcl-1/Bid-Dy647 peptide binding, 1536-well; inhibition, % at 21.7 µM; hit rate 0.97% among 220,000; AID 1021;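 active means compounds that cut the binding signal by more than half at the single screening dose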;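 further: His-tagged Mcl-1 with europium anti-His antibody binding Bid BH3 peptide; 0% = Mcl-1 plus peptide wells and 100% = peptide-only wells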
Bim-Mcl-1 – inhibitors of Bim-Mcl-1 interaction, human; Bead-based flow cytometry, Bim peptide-Mcl-1 binding; hit rate 0.1% among 190,000; AID 1009; inhibition, % at 10 µM; Q07820;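 further: 0% = no compound tracer wells and 100% = peptide blocker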
Bcl-B Bim block – human Bim-Bcl-B interaction inhibition; Q9HD36; bead-based flow cytometry, Bim peptide-Bcl-B binding; inhibition, % at 10 µM; hit rate 0.073% among 190,000;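 further: 0% = tracer peptide without compound and 100% = reference inhibitor peptide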
RGS4-Gao reg – human RGS4-Galphao interaction regulation | P09471 | Multiplexed bead flow cytometry, RGS4-Galphao binding; actives lie on both sides | binding response (% of control), % at 10 µM | hit rate 0.33% among 220,000 | AID 1415; in the data active means binding response below about 49% or above about 150%; inactive means in between;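 further: fluorescent Galphao activated with aluminum fluoride binding bead-coupled RGS4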
Bcl-W Bim block – inhibitors of Bim-Bcl-W interaction, human; Q92843; bead-based flow cytometry, Bim peptide-Bcl-W binding; inhibition, % at 10 µM; hit rate 0.02% among 190,000;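 further: 0% = bound tracer without compound and 100% = peptide blocker; higher means less fluorescent Bim peptide bound to Bcl-W beads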
Target sequence (Q92843 whole entry, looked up): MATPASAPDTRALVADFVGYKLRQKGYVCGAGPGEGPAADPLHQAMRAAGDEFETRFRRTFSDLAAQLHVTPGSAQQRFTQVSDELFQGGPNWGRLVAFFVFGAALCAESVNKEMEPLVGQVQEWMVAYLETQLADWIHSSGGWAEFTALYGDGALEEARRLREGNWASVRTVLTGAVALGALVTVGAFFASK
Mcl1-Noxa inh – Mcl-1/Noxa interaction inhibition | Q07820 | TR-FRET Mcl-1/Noxa peptide binding, 2 h | inhibition, % at 21.7 µM | hit rate 1.5% among 220,000;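 active means compounds that cut the protein-peptide binding signal by more than 50% relative to plate controls in a single-dose test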;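 further: His-tagged Mcl-1 with rhodamine Noxa BH3 peptide and terbium anti-His antibody; 0% = Mcl-1 plus Noxa peptide wells and 100% = peptide-only wells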
Bcl-2 Bim block – inhibitors of Bim-Bcl-2 interaction, human; Bead-based flow cytometry, Bim peptide-Bcl-2 binding; P10415; AID 950; hit rate 0.06% among 190,000; inhibition, % at 10 µM; in the data active means inhibition above about 40%; inconclusive means no clear call, values can overlap the other calls;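 further: 0% = no compound wells with probe peptide and 100% = reference peptide inhibitor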
Target sequence (P10415 whole entry, looked up): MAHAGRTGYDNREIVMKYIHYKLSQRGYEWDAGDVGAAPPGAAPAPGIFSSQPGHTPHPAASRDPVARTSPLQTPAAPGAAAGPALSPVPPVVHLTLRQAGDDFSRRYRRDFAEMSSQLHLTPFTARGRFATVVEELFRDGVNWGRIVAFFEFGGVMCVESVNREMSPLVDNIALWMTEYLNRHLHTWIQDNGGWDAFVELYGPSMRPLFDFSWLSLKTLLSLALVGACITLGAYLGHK
Bim-Bcl-XL – inhibitors of Bim-Bcl-XL interaction, human | Q07817 | AID 1007 | Bim peptide-Bcl-XL binding, bead flow cytometry, fluorescence | hit rate 0.04% among 190,000 | inhibition, % at 10 µM
Target sequence (Q07817 whole entry, looked up): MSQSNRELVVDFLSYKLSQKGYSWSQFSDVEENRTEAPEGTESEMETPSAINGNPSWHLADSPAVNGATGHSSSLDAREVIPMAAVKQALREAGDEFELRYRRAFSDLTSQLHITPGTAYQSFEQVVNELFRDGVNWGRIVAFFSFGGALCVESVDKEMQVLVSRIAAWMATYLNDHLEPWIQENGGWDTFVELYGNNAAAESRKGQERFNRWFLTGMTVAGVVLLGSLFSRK
Bfl-1 Bim block – inhibitors of Bim-Bfl-1 interaction, human | Q16548 | Bead-based flow cytometry, Bim-Bfl-1 binding inhibition | inhibition, % at 10 µM | hit rate 0.12% among 190,000 | AID 1008;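 further: 0% = wells without compound plus tracer and 100% = blocker peptide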
RGS7-Gao – modulates binding of RGS7 to human Galphao. P09471. Multiplexed bead flow cytometry; actives lie on both sides. binding response (% of control), % at 10 µM. hit rate 0.35% among 220,000. AID 1439; in the data active means binding response below about 49% or above about 150%; inconclusive means no clear call, values can overlap the other calls; inactive means in between;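 further: fluorescent Galphao held in activated GDP-AlF4 state binding bead-coupled RGS7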
Active calls of the source: *. Unless noted, no stated cut-off is given here; in the data, active means inhibition above about 40%.

How did CCn1c2ccccc2c2cc(NC(=O)CSc3nnc(-c4cccc(C)c4)o3)ccc21 do in these assays?
RGS8-Gao reg: 98; Mcl1 Bid PPI: 1; Bim-Mcl-1: -5; Bcl-B Bim block: -10; RGS4-Gao reg: 99; Bcl-W Bim block: 0; Mcl1-Noxa inh: -6; Bcl-2 Bim block: -16; Bim-Bcl-XL: 4; Bfl-1 Bim block: -15; RGS7-Gao: 93

How did CNC(=S)Nc1ccc(C23CC4CC(CC(C4)C2)C3)cc1 do in these assays?
RGS8-Gao reg: 96; Mcl1 Bid PPI: -42; Bim-Mcl-1: -2; Bcl-B Bim block: -12; RGS4-Gao reg: 96; Bcl-W Bim block: -6; Mcl1-Noxa inh: 16; Bcl-2 Bim block: -6; Bim-Bcl-XL: -6; Bfl-1 Bim block: -6; RGS7-Gao: 94

Results for O=C(Cc1ccc(-n2c(=O)[nH]c3ccccc3c2=O)cc1)N1CCN(c2ccccc2)CC1 ?
RGS8-Gao reg: 96; Mcl1 Bid PPI: -26; Bim-Mcl-1: 1; Bcl-B Bim block: -1; RGS4-Gao reg: 86; Bcl-W Bim block: -2; Mcl1-Noxa inh: 6; Bcl-2 Bim block: -4; Bim-Bcl-XL: 0; Bfl-1 Bim block: -4; RGS7-Gao: 85

How did O=C(CCC(=O)N1CCN(C2CCCCC2)CC1)Nc1nnc(C(F)(F)F)s1 do in these assays?
RGS8-Gao reg: 110; Mcl1 Bid PPI: -27; Bim-Mcl-1: 0; Bcl-B Bim block: -4; RGS4-Gao reg: 102; Bcl-W Bim block: -1; Mcl1-Noxa inh: 2; Bcl-2 Bim block: -2; Bim-Bcl-XL: -1; Bfl-1 Bim block: 0; RGS7-Gao: 102

What do the screens show for `CCn1c(SCC(=O)O)nnc1-c1cc2c(C)nn(-c3ccccc3)c2s1`?
RGS8-Gao reg: 97; Mcl1 Bid PPI: -8; Bim-Mcl-1: 6; Bcl-B Bim block: 1; RGS4-Gao reg: 97; Bcl-W Bim block: 4; Mcl1-Noxa inh: 22; Bcl-2 Bim block: -9; Bim-Bcl-XL: 1; Bfl-1 Bim block: -9; RGS7-Gao: 96

Results for O=C(CNC(=O)c1ccc(Br)o1)NCc1ccc2c(c1)OCO2 ?
RGS8-Gao reg: 104; Mcl1 Bid PPI: -16; Bim-Mcl-1: -3; Bcl-B Bim block: -9; RGS4-Gao reg: 105; Bcl-W Bim block: 0; Mcl1-Noxa inh: 9; Bcl-2 Bim block: -5; Bim-Bcl-XL: -13; Bfl-1 Bim block: -18; RGS7-Gao: 103

How did COc1ccc(O)c(/C=N/NC(=O)c2c(C)nnn2-c2nonc2N)c1 do in these assays?
RGS8-Gao reg: 97; Mcl1 Bid PPI: -34; Bim-Mcl-1: 0; Bcl-B Bim block: -2; RGS4-Gao reg: 96; Bcl-W Bim block: -1; Mcl1-Noxa inh: 16; Bcl-2 Bim block: 0; Bim-Bcl-XL: -3; Bfl-1 Bim block: -5; RGS7-Gao: 96

Results for CC1CCCCN1CCNC(=O)c1ccc2c(=O)n(CCc3ccccc3)c(=O)[nH]c2c1 (configuration not stated) ?
RGS8-Gao reg: 102; Mcl1 Bid PPI: -16; Bim-Mcl-1: 0; Bcl-B Bim block: -1; RGS4-Gao reg: 103; Bcl-W Bim block: -1; Mcl1-Noxa inh: 13; Bcl-2 Bim block: -1; Bim-Bcl-XL: -1; Bfl-1 Bim block: 0; RGS7-Gao: 103

What do the screens show for `CCc1ccc(CCC(=O)Nc2ccc(C)c(C)c2)o1`?
RGS8-Gao reg: 104; Mcl1 Bid PPI: -12; Bim-Mcl-1: 0; Bcl-B Bim block: -7; RGS4-Gao reg: 105; Bcl-W Bim block: 0; Mcl1-Noxa inh: 13; Bcl-2 Bim block: -11; Bim-Bcl-XL: -4; Bfl-1 Bim block: -10; RGS7-Gao: 101

How did c1ccc2c(c1)OCc1cn[nH]c1-2 do in these assays?
RGS8-Gao reg: 102; Mcl1 Bid PPI: -10; RGS4-Gao reg: 101; Mcl1-Noxa inh: -7; RGS7-Gao: inconclusive

What do the screens show for `CC(C)CC1(C(=O)NCCN2CCOCC2)C=CCN1C(=O)c1ccccc1` (configuration not stated)?
RGS8-Gao reg: 102; Mcl1 Bid PPI: -4; Bim-Mcl-1: -4; Bcl-B Bim block: -5; RGS4-Gao reg: 106; Bcl-W Bim block: -6; Mcl1-Noxa inh: 12; Bcl-2 Bim block: -3; Bim-Bcl-XL: -8; Bfl-1 Bim block: -3; RGS7-Gao: 104

What do the screens show for `COc1ccccc1NC(=O)NCc1ccco1`?
RGS8-Gao reg: 102; Mcl1 Bid PPI: -7; Bim-Mcl-1: -4; Bcl-B Bim block: -2; RGS4-Gao reg: 102; Bcl-W Bim block: -4; Mcl1-Noxa inh: 11; Bcl-2 Bim block: -3; Bim-Bcl-XL: -2; Bfl-1 Bim block: -4; RGS7-Gao: 98

How did Cc1sc2ncnc(N)c2c1C do in these assays?
RGS8-Gao reg: 102; Mcl1 Bid PPI: -14; RGS4-Gao reg: 116; Mcl1-Noxa inh: -12; RGS7-Gao: inconclusive

What do the screens show for `Cc1ccc(C(=O)N2CCn3c(C)ccc3C2C)cc1` (configuration not stated)?
RGS8-Gao reg: 99; Mcl1 Bid PPI: -25; Bim-Mcl-1: -2; Bcl-B Bim block: -3; RGS4-Gao reg: 109; Bcl-W Bim block: -3; Mcl1-Noxa inh: -6; Bcl-2 Bim block: 1; Bim-Bcl-XL: -4; Bfl-1 Bim block: -1; RGS7-Gao: 112

Results for COC(=O)Cn1c2ccc(Cl)cc2c2nc(C)sc21 ?
RGS8-Gao reg: 93; Mcl1 Bid PPI: -13; RGS4-Gao reg: 84; Mcl1-Noxa inh: 7; RGS7-Gao: inconclusive

What do the screens show for `O=C(CN1C(=O)C2C3C=CC(C3)C2C1=O)Nc1ccc2nccnc2c1` (configuration not stated)?
RGS8-Gao reg: 101; Mcl1 Bid PPI: -20; Bim-Mcl-1: 0; Bcl-B Bim block: 0; RGS4-Gao reg: 103; Bcl-W Bim block: 0; Mcl1-Noxa inh: 5; Bcl-2 Bim block: 0; Bim-Bcl-XL: -2; Bfl-1 Bim block: -4; RGS7-Gao: 98

How did COc1ccc(S(=O)(=O)Nc2cc(C(=O)NCCCOC(C)C)ccc2N2CCOCC2)cc1 do in these assays?
RGS8-Gao reg: 99; Mcl1 Bid PPI: -3; Bim-Mcl-1: -1; Bcl-B Bim block: -3; RGS4-Gao reg: 99; Bcl-W Bim block: -1; Mcl1-Noxa inh: 5; Bcl-2 Bim block: -1; Bim-Bcl-XL: -5; Bfl-1 Bim block: -7; RGS7-Gao: 101

How did O=C(NCc1ccc2c(c1)OCO2)c1ccc(CSCc2ccc(Cl)cc2)o1 do in these assays?
RGS8-Gao reg: 96; Mcl1 Bid PPI: -21; Bim-Mcl-1: -5; Bcl-B Bim block: -7; RGS4-Gao reg: 94; Bcl-W Bim block: 0; Mcl1-Noxa inh: -12; Bcl-2 Bim block: -2; Bim-Bcl-XL: -4; Bfl-1 Bim block: -1; RGS7-Gao: 91

Results for Cc1cc(OCCNCCO)cc(C)c1Cl ?
RGS8-Gao reg: 105; Mcl1 Bid PPI: -21; Bim-Mcl-1: -4; Bcl-B Bim block: -7; RGS4-Gao reg: 105; Bcl-W Bim block: 0; Mcl1-Noxa inh: -1; Bcl-2 Bim block: -9; Bim-Bcl-XL: -9; Bfl-1 Bim block: -14; RGS7-Gao: 104

What do the screens show for `CCN=C1SC(CC(=O)NC(C)C)C(=O)N1CC` (configuration not stated)?
RGS8-Gao reg: 96; Mcl1 Bid PPI: -11; Bim-Mcl-1: 0; Bcl-B Bim block: -5; RGS4-Gao reg: 100; Bcl-W Bim block: 1; Mcl1-Noxa inh: 5; Bcl-2 Bim block: -5; Bim-Bcl-XL: 1; Bfl-1 Bim block: -10; RGS7-Gao: 97

Results for Cc1ccc(S(=O)(=O)NCc2c(-c3ccccc3)noc2C)cc1 ?
RGS8-Gao reg: 101; Mcl1 Bid PPI: 15; RGS4-Gao reg: 100; Mcl1-Noxa inh: 22; RGS7-Gao: inconclusive

Results for Cc1cc(C)nc(SCC(=O)N/N=C/c2cc(C)n(-c3ccccc3C)c2C)n1 ?
RGS8-Gao reg: 100; Mcl1 Bid PPI: 7; Bim-Mcl-1: -1; Bcl-B Bim block: -5; RGS4-Gao reg: 101; Bcl-W Bim block: 0; Mcl1-Noxa inh: 22; Bcl-2 Bim block: -1; Bim-Bcl-XL: -2; Bfl-1 Bim block: 0; RGS7-Gao: 101

Results for COc1ccc(C(=O)N2CCN(c3ccc([N+](=O)[O-])c(NCCc4ccc(OC)c(OC)c4)c3)CC2)cc1 ?
RGS8-Gao reg: 129; Mcl1 Bid PPI: -26; Bim-Mcl-1: 1; Bcl-B Bim block: 0; RGS4-Gao reg: 103; Bcl-W Bim block: 0; Mcl1-Noxa inh: 5; Bcl-2 Bim block: -8; Bim-Bcl-XL: 0; Bfl-1 Bim block: -8; RGS7-Gao: 120

What do the screens show for `CC12COC3(C(=O)Nc4ccc(F)cc4)CC1CCC32C` (configuration not stated)?
RGS8-Gao reg: 100; Mcl1 Bid PPI: -7; Bim-Mcl-1: -2; Bcl-B Bim block: -4; RGS4-Gao reg: 100; Bcl-W Bim block: -4; Mcl1-Noxa inh: 10; Bcl-2 Bim block: -1; Bim-Bcl-XL: -7; Bfl-1 Bim block: -4; RGS7-Gao: 104

Results for COc1ccc(C(CCNCc2ccc(N(C)C)cc2)C(C)C)cc1 (configuration not stated) ?
RGS8-Gao reg: 108; Mcl1 Bid PPI: -24; RGS4-Gao reg: 106; Mcl1-Noxa inh: 4; RGS7-Gao: inconclusive

Results for CCOC(=O)c1c(C)[nH]c(C(=O)OC)c1CCC(=O)OC ?
RGS8-Gao reg: 100; Mcl1 Bid PPI: -11; Bim-Mcl-1: 11; Bcl-B Bim block: -2; RGS4-Gao reg: 102; Bcl-W Bim block: 5; Mcl1-Noxa inh: -14; Bcl-2 Bim block: -5; Bim-Bcl-XL: 2; Bfl-1 Bim block: -11; RGS7-Gao: 101

Quoted at random: 2 records from the list, in no set order.
Results for Cc1cc(OCCNCCO)cc(C)c1Cl ?
RGS8-Gao reg: 105; Mcl1 Bid PPI: -21; Bim-Mcl-1: -4; Bcl-B Bim block: -7; RGS4-Gao reg: 105; Bcl-W Bim block: 0; Mcl1-Noxa inh: -1; Bcl-2 Bim block: -9; Bim-Bcl-XL: -9; Bfl-1 Bim block: -14; RGS7-Gao: 104

How did Cc1sc2ncnc(N)c2c1C do in these assays?
RGS8-Gao reg: 102; Mcl1 Bid PPI: -14; RGS4-Gao reg: 116; Mcl1-Noxa inh: -12; RGS7-Gao: inconclusive
